RTF Ca sens act: increases calcium sensitivity of human cardiac regulated thin filaments; P19429+P45379; IANBD-labeled TnC RTF fluorescence at EC20 calcium; 0% EC20 calcium, 100% full calcium; activation, % at 7.2 µM; 340,000 compounds, 0.24% hits; AID 493008;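 active means activation above the mean over all tested compounds plus 3 SD, cut at about 30% in these data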;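 further: rise in fluorescence read as greater calcium sensitivity of cardiac thin filaments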
V-ATPase pHluor: yeast V-ATPase proton transport regulation by pHLuorin; response, % at 10 µM; S. cerevisiae, pHLuorin cytosolic pH fluorescence; 350,000 compounds, 0.37% hits; in the data active means response mostly above about 7.3%, no sharp cut-off; inactive means mostly below about 5.4%; further: actives read high; inactives centre near 0; some compounds called inactive have numbers as strong as hits; reference of the scale not given here
Cardiac RTF inh: cardiac RTF calcium desensitization; P19429+P45379; IANBD-labeled cardiac RTF, Ca2+ fluorescence; inhibition, % at 7.15 µM; 340,000 compounds, 0.12% hits;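 active means inhibition above the mean inhibition of all tested compounds plus 3 SD, cut at about 17% in these data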;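 further: assay run at fixed EC70 calcium of 1.6 mM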
LANA DNA inh: inhibitors of KSHV LANA C-terminal domain DNA binding | MBP-C-LANA/FAM-LBS DNA binding, fluorescence polarization | inhibition, % at 9 µM | 340,000 compounds, 0.078% hits | AID 504423;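 active means highest replicate inhibition at or above 60% at 9 µM, even if other replicates fall short; inactive means all replicates below 60% inhibition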;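 further: 0% = neutral control wells and 100% = 4 µM acridine orange control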
MOR-DOR ag: OPRM1-OPRD1 heterodimerization agonism; 340,000 compounds, 0.3% hits; AID 504326; activation, % at 9.3 µM; P35372+P41143; cells, luminescence; in the data active means activation above about 18%;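 further: 0% = vehicle-treated cells and 100% = reference agonist; values of inactives mirror those of a sister screen read the other way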
Target sequence (P35372 whole entry, looked up): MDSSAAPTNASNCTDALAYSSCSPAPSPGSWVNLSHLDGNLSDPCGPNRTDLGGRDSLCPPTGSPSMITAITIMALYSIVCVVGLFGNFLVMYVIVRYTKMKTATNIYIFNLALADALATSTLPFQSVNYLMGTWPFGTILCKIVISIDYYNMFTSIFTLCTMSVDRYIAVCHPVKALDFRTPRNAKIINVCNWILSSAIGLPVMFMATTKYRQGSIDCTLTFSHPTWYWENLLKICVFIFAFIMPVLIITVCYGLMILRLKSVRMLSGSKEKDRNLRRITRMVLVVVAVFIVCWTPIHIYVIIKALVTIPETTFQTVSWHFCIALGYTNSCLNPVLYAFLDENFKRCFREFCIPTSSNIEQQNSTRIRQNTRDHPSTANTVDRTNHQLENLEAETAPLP
Target sequence (P41143 whole entry, looked up): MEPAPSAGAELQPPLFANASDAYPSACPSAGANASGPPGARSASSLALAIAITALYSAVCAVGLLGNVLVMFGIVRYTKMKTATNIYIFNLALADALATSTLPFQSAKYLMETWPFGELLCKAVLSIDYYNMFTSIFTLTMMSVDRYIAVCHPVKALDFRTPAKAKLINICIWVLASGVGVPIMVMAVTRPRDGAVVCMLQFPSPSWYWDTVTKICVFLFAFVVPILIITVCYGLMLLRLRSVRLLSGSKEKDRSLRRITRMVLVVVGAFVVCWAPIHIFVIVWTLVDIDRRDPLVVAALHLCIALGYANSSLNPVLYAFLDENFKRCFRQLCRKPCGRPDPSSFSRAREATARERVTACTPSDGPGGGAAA
HTR5A ag: HTR5A agonism, opioid heterodimer counter-screen. P47898. activation, % at 9.3 µM. HTR5A agonist assay, luminescence, cell-based. 340,000 compounds, 0.61% hits; in the data active means activation mostly above about 9.5%, no sharp cut-off; inactive means mostly below about 7.6%;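 further: 0% = cells with vehicle only and 100% = reference agonist; strong numbers were not always called active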
MOR-DOR inv ag: inverse agonist of human OPRM1-OPRD1 heterodimerization; P35372+P41143; cell-based MOR-DOR heterodimer luminescence, inverse agonism; inhibition, % at 9.3 µM; 340,000 compounds, 0.21% hits; in the data active means inhibition above about 22%, passing the limit was not always enough;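 further: 0% = cells with DMSO and 100% = wells without cells with DMSO; values of inactives mirror those of a sister screen read the other way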
HTR5A inv ctr: HTR5A inverse agonism, opioid heterodimer counter-screen; AID 504634; P47898; 340,000 compounds, 0.083% hits; inhibition, % at 9.3 µM; HTR5A cell line, luminescence; in the data active means inhibition mostly above about 23%, no sharp cut-off; inactive means mostly below about 18%;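 further: 0% = cells with DMSO and 100% = no-cell wells with DMSO; some compounds called inactive have numbers as strong as hits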
CAL-PDZ inh HTS: inhibitors of human CAL PDZ peptide binding; 300,000 compounds, 0.92% hits; purified CAL PDZ, TMR-peptide fluorescence polarization, 1 h; inhibition, % at 24.9 µM; AID 602252;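 active means mean inhibition of at least 30% with at least half of replicates also reaching 30%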;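 further: 0% = DMSO neutral control and 100% = excess unlabeled competitor peptide PRC23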
Keap1-Nrf2 PPI: Keap1-Nrf2 (human) interaction inhibition; Q14145; Keap1 Kelch-Nrf2 peptide fluorescence polarization, 1536-well; inhibition, % at 9.4 µM; 340,000 compounds, 0.15% hits; AID 504523; in the data active means inhibition above about 12%;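 further: human Keap1 Kelch domain with fluorescein labeled Nrf2 9mer peptide probe; 0% = neutral control wells and 100% = peptide positive control; higher means more block of Keap1 binding to Nrf2 peptide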
The depositor's hits bear a star; / = no result given; & = joins results of further samples. Only part of the results is shown; rates above refer to the full screens.

SMILES | RTF Ca sens act | V-ATPase pHluor | Cardiac RTF inh | LANA DNA inh | MOR-DOR ag | HTR5A ag | MOR-DOR inv ag | HTR5A inv ctr | CAL-PDZ inh HTS | Keap1-Nrf2 PPI
CCOC(=O)C1=C(N)OC2=C(C(=O)CCC2)C12C(=O)N(C)c1ccccc12 (stereo not given) | 4.6 | -2.0 | -13.5 | -0.1 | -1.3 | 0.0 | 6.7 | -27.0 | / | 4.8
CC(=O)OC1CC(OC2C(O)CC(OC3C(O)CC(OC4CCC5(C)C(CCC6C5CC(O)C5(C)C(C7=CC(=O)OC7)CCC65O)C4)OC3C)OC2C)OC(C)C1OC1OC(CO)C(O)C(O)C1O (stereo not given) | -3.3 | -72.3 | -2.2 | 0.9 | 69.0* | 26.5* | -372.9 | -94.7 | 0.1 | 3.1
O=C(NC1CN2CCC1CC2)c1cccc(Cl)c1 (stereo not given) | -3.6 | -0.4 | -4.7 | 1.1 | -4.3 | 0.9 | 19.3 | -3.2 | -5.5 | 0.5
Cc1ccc2c(c1)=C/C(=C\c1c(O)[nH]c(=O)[nH]c1=O)C(=O)N=2 | -2.8 | -1.6 | 11.1 | -1.3 | -3.2 | 1.2 | 17.4 | -4.0 | -0.6 | -0.3
CCOC(=O)C1=C(C)OC(N)=C(C(=O)OC)C12C(=O)Nc1ccc(Br)cc12 (stereo not given) | -7.3 | 0.5 | -0.4 | -0.1 | 1.2 | 0.6 | -6.4 | -39.4 | -1.7 | -4.4
OC(Cn1c2ccccc2c2ccccc21)C[n+]1cccc2ccccc21 (stereo not given) | -3.2 | -3.4 | -4.2 | -0.3 | -3.0 | 1.1 | 16.1 | 12.4 | 0.0 | -4.2
O=C1NC(=O)C(=Cc2ccc(-c3cc(Cl)ccc3[N+](=O)[O-])o2)C(=O)N1 | 6.7 | 4.2 | -5.3 | 0.8 | -0.2 | -2.6 | 0.8 | 8.2 | 3.7 | -5.7
COC(=O)C1=C(c2ccc(F)cc2F)C[C@@H]2CC[C@H]1N2C | -6.5 | -1.2 | -4.7 | 0.5 | -0.6 | -4.4 | 3.5 | 1.5 | -3.0 | -3.3
Cc1ccccc1-n1c(O)c(C(c2ccncc2)c2c(O)n(-c3ccccc3C)c(=O)[nH]c2=O)c(=O)[nH]c1=O | 2.3 | 2.0&0.3 | -6.8 | -0.2&-0.4 | -1.8 | 13.9 | 8.9 | -36.0 | 0.1 | -3.6&0.7
C=C(C=O)CC1CC(O)[C@]2(C)OC3C[C@@H]4OC5C[C@]6(C)O[C@]7(C)CCC8OC9C[C@]%10(C)OC(/C(C)=C\CO)C(O)CC%10OC9CC(C)C8OC7CC6O[C@]5(C)C/C=C\C4OC3CC2O1 (stereo not given in full) | -0.2 | 1.8 | -2.8 | -0.7 | 0.7 | -3.5 | -4.0 | 8.8 | -0.9 | 2.1
CN(C)c1ccc(-[n+]2c(-c3ccccc3)cc(-c3ccccc3)cc2-c2ccccc2)cc1 | / | 0.3 | / | 2.4 | / | / | / | / | -6.8 | 2.1
Oc1cccc(/C=N/NP(=S)(c2ccccc2)c2ccccc2)c1 | -0.2 | 3.7 | 6.2 | 2.3 | 1.8 | -5.7 | -9.1 | -5.2 | -2.2 | 0.6

In the list so far, these contain an NH in an aromatic ring.
SMILES | RTF Ca sens act | V-ATPase pHluor | Cardiac RTF inh | LANA DNA inh | MOR-DOR ag | HTR5A ag | MOR-DOR inv ag | HTR5A inv ctr | CAL-PDZ inh HTS | Keap1-Nrf2 PPI
Cc1ccc2c(c1)=C/C(=C\c1c(O)[nH]c(=O)[nH]c1=O)C(=O)N=2 | -2.8 | -1.6 | 11.1 | -1.3 | -3.2 | 1.2 | 17.4 | -4.0 | -0.6 | -0.3
Cc1ccccc1-n1c(O)c(C(c2ccncc2)c2c(O)n(-c3ccccc3C)c(=O)[nH]c2=O)c(=O)[nH]c1=O | 2.3 | 2.0&0.3 | -6.8 | -0.2&-0.4 | -1.8 | 13.9 | 8.9 | -36.0 | 0.1 | -3.6&0.7

Following part:
SMILES | RTF Ca sens act | V-ATPase pHluor | Cardiac RTF inh | LANA DNA inh | MOR-DOR ag | HTR5A ag | MOR-DOR inv ag | HTR5A inv ctr | CAL-PDZ inh HTS | Keap1-Nrf2 PPI
CCCCn1c(O)c(/C=C2/C=CC=N2)c(=O)[nH]c1=O | 1.2 | -1.2 | -3.5 | 1.0 | -3.0 | -1.9 | 15.4 | 4.8 | -8.5 | 3.9
C[C@@H]1C[C@@H]([C@H](O)CC2CC(=O)NC(=O)C2)C(=O)[C@@H](C)C1 | -2.3 | -6.4 | -0.2 | -0.4 | -2.0 | 2.9 | 10.9 | -12.3 | -0.2 | -3.2
CS(=O)(=O)N1Cc2cnnn2-c2ccccc2C1C#N (stereo not given) | -2.0 | -3.4 | -0.9 | 0.9 | -3.2 | -1.1 | 15.0 | 3.8 | -0.7 | -3.0
Fc1cccc(F)c1CN1CCN(Cc2c(F)cccc2F)CC1 | 9.7 | 3.0 | 1.6 | 0.5 | 0.6 | -3.5 | -3.6 | 9.6 | -1.2 | -0.9
COc1cccc(CN2CCN(C(=O)Cc3ccccc3OC)CC2)c1 | -3.0 | -1.8 | 1.6 | 0.4 | -0.7 | 1.3 | 3.7 | -4.8 | -3.3 | 1.6
CNS(=O)(=O)c1ccc(N=Cc2c(O)n(-c3ccccc3)c(=O)[nH]c2=O)cc1 | 15.6 | 1.3 | -6.4 | 2.6 | 0.6 | 0.8 | -3.0 | -2.1 | 3.0 | -8.1
c1ccc(C2c3ccccc3-n3nncc3CN2CC2CCCCC2)cc1 (stereo not given) | -6.4 | -2.9 | 2.0 | -1.6 | -1.1 | 1.6 | 5.0 | -5.5 | -1.0 | 2.2
CCc1nc2ccc(N3CCN(C)CC3)cc2nc1CC | 1.4 | -1.1 | 0.2 | -1.8 | -1.6 | 3.4 | 7.8 | -9.2 | 48.8* | -0.3
Cn1nnc(CC[N+](C)(C)C)n1 | / | 1.2 | / | 1.7 | / | / | / | / | 1.1 | 2.7
c1ccc2c(c1)CNc1ccccc1O2 | -5.6 | 3.1 | -12.8 | -2.6 | 1.0 | -8.7 | -5.7 | -5.3 | 2.7 | -0.7
Cc1ccc(CN2CCSc3ccc(C(=O)N4CCC5(CC4)OCCO5)cc32)cc1 | -5.3 | -3.1 | 4.2 | 0.2 | 1.1 | -1.6 | -6.1 | 6.7 | -0.4 | -4.0
CN1CCN(CCOC2c3ccccc3CSc3ccc(Cl)cc32)CC1 (stereo not given) | 6.3 | 3.2 | 1.5 | -2.7 | -2.3 | 3.7 | 12.6 | -1.2 | -1.6 | -1.8
O=C(c1csc2c1CCCCC2)N1CCC2(CC1)OCCO2 | -3.0 | -3.8 | -2.0 | 4.0 | -0.7 | 1.3 | 3.9 | -3.3 | -20.6 | -1.6
O=C1NC(=O)N(c2cccc(Br)c2)C(=O)/C1=C/c1ccsc1 | 1.2 | -3.6 | 6.2 | -1.5 | -2.6 | 1.8 | 13.0 | 6.6 | -5.2 | -20.4
COc1ccc(C2NCCc3[nH]cnc32)cc1 (stereo not given) | -4.4 | -2.8 | 6.8 | -2.1 | -3.9 | 3.5 | 19.7 | 25.7 | / | -2.1
CC(=O)C1C(N2CC2)CC2C3CCC4=CC(=O)CCC4(C)C3CCC21C (stereo not given) | -1.8 | 2.4 | -5.0 | 1.4 | -2.7 | -2.6 | 11.7 | 9.9 | -8.2 | -6.8
CCOP(=O)(C#CC(C)(C)C)C1(O)CCCCC1 (stereo not given) | -2.9 | -0.8 | -6.1 | -0.6 | -1.4 | 0.9 | 6.1 | 1.4 | -2.0 | 0.0
CCN(CC)C1=NC(=[N+](CC)CC)c2ccccc21 | -0.9 | -3.5 | -7.0 | 0.1 | -0.9 | 4.2 | 4.8 | -14.4 | -2.7 | 2.0
O=P1(c2ccccc2)Nc2ccccc2N1c1ccccc1 (stereo not given) | -1.1 | -0.9 | -4.3 | 3.5 | 2.5 | 2.3 | -13.0 | -9.6 | 8.0 | -6.7
COc1cccc(N2C(=O)NC(=O)/C(=C\c3ccc([N+](=O)[O-])s3)C2=O)c1 | / | 125.1* | / | 29.9 | / | / | / | / | 7.3 | -5.8
O=S1(=O)CCN(CCc2c[nH]c3ccccc23)CC1 | 7.5 | 1.4 | -12.6 | 0.8 | 1.1 | 5.9 | -5.3 | -33.1 | 1.2 | -3.4
COC(=O)C1=Nc2ccccc2/C1=C\c1c(O)n(-c2ccc(Br)cc2)c(=O)[nH]c1=O | 7.3 | 3.1 | -19.5 | 0.4 | -0.7 | -1.8 | 3.7 | -2.7 | -3.1 | -3.2
COc1ccccc1-n1c(/C=C/c2ccccn2)nc2ccccc2c1=O | -2.6 | -3.1 | 2.2 | -2.8 | -1.9 | -0.1 | 9.1 | 0.4 | -0.8 | -0.2
CC(=O)OC1N=C(c2ccccc2)c2cc(Br)ccc2N(C)C1=O (stereo not given) | 1.9 | 0.2 | -18.3 | 0.7 | -2.4 | 2.9 | 12.3 | -2.5 | -0.2 | -3.4
CC(=O)c1ccc(-c2ccccc2)cc1 | 2.9 | 3.3 | 4.7 | 0.1 | -0.6 | 0.2 | 3.1 | -4.4 | -3.1 | 0.2
ClCCN1CCN(c2ccnc3cc(Cl)ccc23)CC1 | -4.2 | 2.7 | -6.4 | -8.1 | -2.0 | 4.6 | 9.7 | -16.9 | 0.8 | 1.6
Cc1ccc(S(=O)(=O)N2CCC(C(=O)N3CCC4(CC3)OCCO4)CC2)cc1 | 2.4 | -2.0 | -3.2 | 1.3 | 1.8 | 2.0 | -10.2 | -20.0 | 5.6 | 4.1
Cc1ccc2c(c1)C1CN(C)CCC1N2C(=O)c1cccs1 (stereo not given) | -1.1 | -2.4 | -13.0 | -0.4 | / | / | / | / | -0.1 | -5.2
CC(C(=O)c1ccccc1)N1C(=O)c2ccccc2C1=O (stereo not given) | -0.7 | 0.5 | -20.1 | -0.2 | -1.9 | -4.7 | 10.2 | 11.7 | / | 3.4
Cc1nc2cc([N+](=O)[O-])ccc2c(=O)n1-c1ccc(Br)cc1 | -4.5 | 1.8 | -5.2 | 2.0 | 2.5 | -0.4 | -12.0 | 1.6 | 0.4 | -1.8
CC(C)Oc1cccc(C(=O)C2CCCN(C3CCOCC3)C2)c1 (stereo not given) | -8.8 | 2.1 | 1.5 | 0.4 | -0.4 | 3.4 | 2.1 | -16.4 | / | -2.3
CSc1ccc(CNC(C)C(O)c2ccccc2)cc1 (stereo not given) | -1.0 | 2.5 | -10.8 | 0.3 | -0.4 | 6.9 | 2.0 | -7.7 | -2.9 | -0.9
Cc1c(CCN)ccc2c1[nH]c1ccccc12 | -1.4 | -6.5 | -3.2 | -0.3 | -1.2 | 0.5 | 5.5 | -1.7 | -5.5 | -0.1
O=C(c1cc(S(=O)(=O)N2CCOCC2)ccc1F)N1CCC2(CC1)OCCO2 | -0.6 | 2.5 | -3.1 | 1.0 | -0.9 | 1.6 | 4.6 | -15.6 | 1.6 | -4.0

Screening results as filed in PubChem.
